Screening data: PubChem, several laboratories
IL1B cytotox: toxic to HUVEC cells under IL-1B stimulation. HUVEC cell count loss, Hoechst imaging, IL-1B stimulated. cell count reduction, % at 2 µM. actives 0.41% (n = 94,000);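 active = cell count reduction more than 3 SD above the screen-wide mean, cut at about 70% in these data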;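 also: normalized per plate to untreated control cells as the no-loss baseline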
DAT uptake mod: human DAT dopamine uptake with cocaine, either direction. Q01959. LLC-PK1 hDAT cells, [14C]-dopamine uptake with cocaine IC80; actives deviate in either direction. B-score at 10 µM. actives 1.3% (n = 110,000). AID 449768;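 active = Z score or B-score, a plate-position-corrected score, falls beyond the plate's 99.7% confidence bounds, in either direction; inactive = both scores lie inside the 99.7% bounds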;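 also: scored against the spread of the other compound wells on the same plate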
PTPN22 inh 2: LYP (human) phosphatase inhibition. actives 0.21% (n = 96,000). Q9Y2R2. recombinant LYP catalytic domain, DiFMUP fluorescence. AID 640. inhibition, % at 2 µM;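 active = inhibition at 2 µM at or above a set limit, the screen mean plus 3 SD, cut at about 24% in these data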;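 also: 0% = DMSO with enzyme and 100% = enzyme fully blocked by orthovanadate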
Target sequence (Q9Y2R2 whole entry, looked up, the tested form may be a part): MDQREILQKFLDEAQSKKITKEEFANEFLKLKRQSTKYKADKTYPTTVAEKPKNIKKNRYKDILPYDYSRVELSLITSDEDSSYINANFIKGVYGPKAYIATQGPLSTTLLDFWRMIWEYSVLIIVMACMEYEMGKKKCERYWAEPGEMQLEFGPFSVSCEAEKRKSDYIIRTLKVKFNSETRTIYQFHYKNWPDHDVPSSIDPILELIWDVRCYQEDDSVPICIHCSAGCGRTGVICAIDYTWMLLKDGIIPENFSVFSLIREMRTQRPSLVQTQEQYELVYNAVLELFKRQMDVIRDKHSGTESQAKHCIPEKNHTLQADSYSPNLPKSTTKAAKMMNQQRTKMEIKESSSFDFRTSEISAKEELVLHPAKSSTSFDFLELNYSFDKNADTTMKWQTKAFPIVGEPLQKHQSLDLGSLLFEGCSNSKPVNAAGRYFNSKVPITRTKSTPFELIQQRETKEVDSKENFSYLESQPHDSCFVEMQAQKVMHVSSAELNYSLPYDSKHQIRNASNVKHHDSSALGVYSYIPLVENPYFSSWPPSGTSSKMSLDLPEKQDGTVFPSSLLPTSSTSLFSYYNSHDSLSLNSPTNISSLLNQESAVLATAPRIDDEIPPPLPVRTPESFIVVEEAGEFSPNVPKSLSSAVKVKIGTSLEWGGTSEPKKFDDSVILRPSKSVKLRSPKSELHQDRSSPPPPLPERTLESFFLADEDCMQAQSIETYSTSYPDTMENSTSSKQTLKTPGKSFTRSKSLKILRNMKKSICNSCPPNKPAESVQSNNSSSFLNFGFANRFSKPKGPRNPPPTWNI
TNFa cytotox: toxic to HUVEC cells under TNF alpha stimulation. AID 848. HUVEC TNFalpha-stimulated, Hoechst cell count, imaging. cell count reduction, % at 2 µM. actives 0.17% (n = 93,000);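 active = cell count reduction exceeding the screen mean by over 5 SD, scaled to untreated wells per plate, cut at about 78% in these data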;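 also: cells counted after 24 h of TNF alpha exposure following the 1 h pretreatment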
VCAM1 TNFa inh: reduces TNF alpha induced VCAM1 expression in HUVEC. actives 0.48% (n = 95,000). inhibition, % at 2 µM. HUVEC TNFa-induced VCAM-1 immunofluorescence, high-content imaging;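 active = inhibition above the batch mean plus 3 SD, with images confirmed as a hit by eye, cut at about 37% in these data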;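 also: 0% = TNF-stimulated DMSO wells and 100% = unstimulated control wells; not every result past the cut was called active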
Smad3 inh: Smad3 (human) transcription factor binding inhibition; P84022; TR-FRET Smad3/Dy647-FoxH1 peptide binding, europium anti-His; inhibition, % at 25 µM; actives 0.29% (n = 88,000); AID 630;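 active = compounds that reduce the energy-transfer binding signal between the protein and its labelled peptide by more than half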;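 also: 0% = Smad3 plus labelled peptide maximal FRET and 100% = peptide-only background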
cytoskel mod: alters cytoskeleton assembly in HUVEC cells. AID 836. inhibition, % at 2 µM. HUVEC TNFa F-actin phalloidin imaging, high content. actives 0.18% (n = 91,000);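 active = inhibition above the batch mean plus 3 SD and confirmed as a hit by visual image inspection, cut at about 30% in these data, passing the limit was not always enough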; also: strong numbers were not always called active
Calb biofilm kill: kills Candida albicans biofilms; actives 0.14% (n = 85,000); C. albicans biofilm + clotrimazole, Alamar Blue; inhibition, % at 6 µM; AID 834;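 active = inhibition above 20%; inactive = inhibition below 20%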;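 also: preformed 24 hr biofilms exposed to compound for 48 hr; 0% = biofilm without compound and 100% = blank killed by clotrimazole plus chlorhexidine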
MT1-MMP txn act: activates MT1-MMP transcription | HT1080 MT1-MMP promoter luciferase reporter, luminescence, overnight; hits give high values | activation factor at 10 µM | actives 0.16% (n = 86,000) | AID 750;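 active = activation factor of at least 2 for MT1-MMP transcription at 10 µM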
Numbers without * were called inactive; [ ] = another dose, or the depositor's remark.

For CCC1SC2=NCCN2C1(O)c1ccc(Cl)cc1 (stereo unspecified) the results were IL1B cytotox 1.7, DAT uptake mod -5.92*, PTPN22 inh 2 2.1, TNFa cytotox -5.8, VCAM1 TNFa inh 2.5, Smad3 inh -4.9, cytoskel mod 11.9, Calb biofilm kill 6.2 and MT1-MMP txn act 1.2.
`Cc1ccc(C(=O)C2CCN(CC(=O)Nc3ccc(N(C)C)cc3)CC2)cc1` gave IL1B cytotox -35.5, DAT uptake mod 0.189, PTPN22 inh 2 -2.1, TNFa cytotox -9.4, VCAM1 TNFa inh 18.4, Smad3 inh 11.8, cytoskel mod 1.4, Calb biofilm kill -0.6 and MT1-MMP txn act 1.1.
For CC(C)NC(=O)C1(c2ccccc2)CCOCC1 the results were IL1B cytotox -1.6, DAT uptake mod -0.0998, PTPN22 inh 2 10.3, TNFa cytotox 15.7, VCAM1 TNFa inh 2.8, Smad3 inh -1.6, cytoskel mod -13.6, Calb biofilm kill 7.6 and MT1-MMP txn act 1.1.
Screening Cc1ccc(S(=O)(=O)NCC(=O)N2CCCCC2)cc1 returned IL1B cytotox -18.5, DAT uptake mod -0.198, PTPN22 inh 2 0.8, TNFa cytotox -0.4, VCAM1 TNFa inh 9.8, Smad3 inh -2.8, cytoskel mod -15.4, Calb biofilm kill 11.5 and MT1-MMP txn act 1.1.
`CCc1cc2c(NCCN3CCCCC3)ncnc2s1` gave IL1B cytotox 10.4, DAT uptake mod -1.82, PTPN22 inh 2 6.8, TNFa cytotox -3.5, VCAM1 TNFa inh -1.9, Smad3 inh 2.0, cytoskel mod 8.0, Calb biofilm kill -1.5 and MT1-MMP txn act 1.
CCn1cc(Br)c(C(=O)NC(C)c2ccccc2)n1 (stereo unspecified) was read as IL1B cytotox -47.5, DAT uptake mod -0.36, PTPN22 inh 2 -7.8, Smad3 inh -0.7, Calb biofilm kill 6.3 and MT1-MMP txn act 1.1.
For CC1CCN(CCc2nc3cc(NC(=O)Nc4ccccc4)ccc3n2C)CC1 the results were IL1B cytotox 14.9, DAT uptake mod 0.479, PTPN22 inh 2 3.4, TNFa cytotox -24.0, VCAM1 TNFa inh -5.0, Smad3 inh -2.6, cytoskel mod 8.9, Calb biofilm kill 11.3 and MT1-MMP txn act 1.3.
`O=C(CSc1nnc(CNC(=O)c2cccs2)o1)c1ccc(Cl)cc1` gave IL1B cytotox -58.3, DAT uptake mod -0.917, PTPN22 inh 2 -12.3, TNFa cytotox -4.9, VCAM1 TNFa inh -9.3, Smad3 inh -5.8, cytoskel mod 7.6 and Calb biofilm kill 0.0.
`COc1cc2c(cc1OC)C(c1cccnc1)CC(=O)N2` (stereo unspecified) gave IL1B cytotox -12.7, DAT uptake mod 0.239, PTPN22 inh 2 -7.2, TNFa cytotox -10.2, VCAM1 TNFa inh 2.9, Smad3 inh -6.0, cytoskel mod 10.5, Calb biofilm kill 4.4 and MT1-MMP txn act 1.
`COC(=O)CSc1nc(N)nc(C)c1Br` gave IL1B cytotox -16.7, DAT uptake mod -0.0738, PTPN22 inh 2 -4.5, TNFa cytotox -4.0, VCAM1 TNFa inh 10.3, Smad3 inh -6.9, cytoskel mod -28.6, Calb biofilm kill 9.2 and MT1-MMP txn act 1.1.
Cc1ccc(CNn2cnnc2SCC(=O)NC(C)(C)C)cc1 was read as DAT uptake mod 2.16*, PTPN22 inh 2 2.9, Smad3 inh 2.1, Calb biofilm kill 2.6 and MT1-MMP txn act 1.2.
For CN(c1ccc(C(=O)NCCSC(C)(C)C)cc1)S(C)(=O)=O the results were IL1B cytotox 87.2*, DAT uptake mod -0.572, PTPN22 inh 2 -15.8, TNFa cytotox 8.7, VCAM1 TNFa inh 6.3, Smad3 inh -0.2, cytoskel mod -2.7, Calb biofilm kill 6.0 and MT1-MMP txn act 1.4.
`CCOC(=O)C(C(=O)OCC)C1CS(=O)(=O)CC1C(C(=O)OCC)C(=O)OCC` (stereo unspecified) gave IL1B cytotox -10.9, DAT uptake mod -0.903, PTPN22 inh 2 10.6, TNFa cytotox -33.0, VCAM1 TNFa inh -22.4, Smad3 inh 4.4, cytoskel mod 0.8, Calb biofilm kill 10.0 and MT1-MMP txn act 1.2.
CCC(C)NC(=O)CSc1nc2ccccc2c(=O)n1CCCC(=O)NCC1CCCO1 (stereo unspecified) was read as IL1B cytotox -3.6, DAT uptake mod -0.0541, PTPN22 inh 2 -5.9, TNFa cytotox -23.8, VCAM1 TNFa inh -20.2, Smad3 inh -11.8, cytoskel mod -0.5, Calb biofilm kill 1.6 and MT1-MMP txn act 1.
Screening COc1ccc(OCCC(=O)OCC(=O)NC(=O)NC(C)(C)C)cc1 returned IL1B cytotox -14.6, DAT uptake mod -0.36, PTPN22 inh 2 -14.6, TNFa cytotox -21.0, VCAM1 TNFa inh 6.5 and cytoskel mod 10.4.
CCSc1nnc(NC(=O)CSc2nc(C)cc(C)n2)s1 was read as IL1B cytotox -2.3, DAT uptake mod 1.78, PTPN22 inh 2 -0.5, TNFa cytotox -16.6, VCAM1 TNFa inh 9.6, Smad3 inh 0.7, cytoskel mod 2.0, Calb biofilm kill 3.5 and MT1-MMP txn act 1.1.
CC1CCc2c(C(=O)NCCCN3CCOCC3)csc2C1 (stereo unspecified) was read as IL1B cytotox 2.6, DAT uptake mod 0.00544, PTPN22 inh 2 -1.1, TNFa cytotox -9.0, VCAM1 TNFa inh -4.0, cytoskel mod -5.9 and MT1-MMP txn act 1.1.
Cc1cc(N2CC34C=CC(O3)C(C(=O)O)C4C2=O)no1 (stereo unspecified) was read as IL1B cytotox -26.4, DAT uptake mod -0.695, PTPN22 inh 2 -5.6, TNFa cytotox -19.1, VCAM1 TNFa inh 7.0, Smad3 inh 9.7, cytoskel mod -1.7, Calb biofilm kill 1.9 and MT1-MMP txn act 1.2.
For CC1CCCC(NC(=O)CN(C)S(=O)(=O)c2cccc3cccnc23)C1C (stereo unspecified) the results were IL1B cytotox 2.0, DAT uptake mod 0.709, PTPN22 inh 2 -9.3, TNFa cytotox -24.9, VCAM1 TNFa inh 11.4, Smad3 inh 1.5, cytoskel mod 5.1, Calb biofilm kill 5.5 and MT1-MMP txn act 1.2.
`CCSc1nc2c(c(-c3ccc(C)o3)c1C#N)CCCC2` gave IL1B cytotox -1.3, DAT uptake mod 0.0715, PTPN22 inh 2 7.4, TNFa cytotox 29.9, VCAM1 TNFa inh 9.2, Smad3 inh 3.8, cytoskel mod 11.8, Calb biofilm kill 9.5 and MT1-MMP txn act 1.
Screening Cc1cc(C(=O)CSc2nc3ccccc3[nH]2)c(C)n1C returned IL1B cytotox 2.3, DAT uptake mod 1.26, PTPN22 inh 2 -0.1, TNFa cytotox 4.7, VCAM1 TNFa inh -6.2, Smad3 inh 1.2, cytoskel mod -2.4, Calb biofilm kill 6.9 and MT1-MMP txn act 1.
`Oc1ccc(-c2cn3c(n2)SCC3)cc1O` gave IL1B cytotox -16.8, DAT uptake mod -0.36, PTPN22 inh 2 10.6, TNFa cytotox -10.4, VCAM1 TNFa inh -1.4, Smad3 inh 19.1, cytoskel mod 8.9, Calb biofilm kill 7.3 and MT1-MMP txn act 1.4.
`C=CCn1c(SCC(=O)Nc2cccc3ccccc23)nc(O)c(CC)c1=O` gave IL1B cytotox 15.2, DAT uptake mod 0.0043, PTPN22 inh 2 -4.2, TNFa cytotox -8.2, VCAM1 TNFa inh 9.3, Smad3 inh -1.5, cytoskel mod -13.0, Calb biofilm kill -1.8 and MT1-MMP txn act 1.1.
Screening CCN1CC2=C(OC(N)=C(C#N)C2c2ccccc2)/C(=C\c2ccccc2)C1 (stereo unspecified) returned IL1B cytotox 13.1, DAT uptake mod 0.544, PTPN22 inh 2 5.8, TNFa cytotox -8.5, VCAM1 TNFa inh -20.5, Smad3 inh -5.7, cytoskel mod 3.1, Calb biofilm kill -1.8 and MT1-MMP txn act 1.3.
O=C1Nc2ccccc2OC1CC(=O)N1CCOCC1 (stereo unspecified) was read as IL1B cytotox 3.8, DAT uptake mod 0.65, PTPN22 inh 2 -1.8, TNFa cytotox -42.1, VCAM1 TNFa inh 7.9, Smad3 inh 6.2, cytoskel mod 22.4, Calb biofilm kill 7.8 and MT1-MMP txn act 1.1.
`CCOC(=O)c1ccccc1NC(=O)COC` gave IL1B cytotox -1.6, DAT uptake mod 0.083, PTPN22 inh 2 10.8, TNFa cytotox -1.5, VCAM1 TNFa inh 8.3, Smad3 inh -1.0, cytoskel mod -8.1, Calb biofilm kill 4.3 and MT1-MMP txn act 1.1.
`COc1ccc2nc(NC(=O)c3ccoc3C)sc2c1` gave IL1B cytotox -19.0, DAT uptake mod 0.166, PTPN22 inh 2 -12.8, TNFa cytotox 4.8, VCAM1 TNFa inh -10.9, Smad3 inh 5.2, cytoskel mod -2.8, Calb biofilm kill 7.5 and MT1-MMP txn act 0.5.
COc1ccc(N2C(=O)C3CCCN3C2=O)cc1 (stereo unspecified) was read as IL1B cytotox 6.3, DAT uptake mod -0.105, PTPN22 inh 2 7.1, TNFa cytotox -6.5, VCAM1 TNFa inh 0.2, Smad3 inh 7.4, cytoskel mod 17.6, Calb biofilm kill 4.3 and MT1-MMP txn act 1.
`COc1ccccc1N1CCN(C(=O)c2oc3cc(C)c(C)cc3c2C)CC1` gave IL1B cytotox -15.4, DAT uptake mod -0.519, PTPN22 inh 2 -16.7, TNFa cytotox -4.5, VCAM1 TNFa inh 12.0, Smad3 inh 0.4, cytoskel mod 4.9, Calb biofilm kill -1.1 and MT1-MMP txn act 1.2.
`Cc1sc2ncn(CC(=O)NCc3ccccn3)c(=O)c2c1S(=O)(=O)N1CCOCC1` gave IL1B cytotox -18.6, DAT uptake mod -0.457, PTPN22 inh 2 -2.0, TNFa cytotox 24.9, VCAM1 TNFa inh 12.9, Smad3 inh 9.8, cytoskel mod -16.0, Calb biofilm kill 4.8 and MT1-MMP txn act 1.
Screening CC(=O)Oc1c(Cl)c(N2CCOCC2)c(OC(C)=O)c2ccccc12 returned DAT uptake mod -0.201, Smad3 inh 6.8, Calb biofilm kill 2.6 and MT1-MMP txn act 1.2.
COc1ccccc1NC(=O)C(=O)Nc1ccccn1 was read as IL1B cytotox -14.8, DAT uptake mod -0.618, PTPN22 inh 2 6.9, TNFa cytotox -10.5, VCAM1 TNFa inh 25.1 and cytoskel mod -21.5.
Screening CCC(=O)Nc1c(C)cc(C)cc1Cl returned IL1B cytotox 14.8, DAT uptake mod -0.372, PTPN22 inh 2 -1.9, TNFa cytotox -13.9, VCAM1 TNFa inh 1.3, Smad3 inh 2.2, cytoskel mod -16.5, Calb biofilm kill 6.6 and MT1-MMP txn act 1.2.
Screening Cc1ccc(S(=O)(=O)Nc2ccccc2-c2ccccc2)cc1 returned IL1B cytotox 5.4, DAT uptake mod 0.0114, PTPN22 inh 2 -1.4, TNFa cytotox -11.8, VCAM1 TNFa inh 20.0 and cytoskel mod -17.8.
Screening C=CCSc1nnc(Cc2cc(=O)[nH]c(=O)[nH]2)n1-c1cc(C)ccc1C returned IL1B cytotox 15.7, DAT uptake mod 0.186, PTPN22 inh 2 -6.7, TNFa cytotox 27.4, VCAM1 TNFa inh 8.8, Smad3 inh -0.3[fluorescence artefact?], cytoskel mod 10.0, Calb biofilm kill 4.8 and MT1-MMP txn act 1.2.
`CC(C)(C)n1nc2c(c1NC(=O)Cc1cccs1)CSC2` gave IL1B cytotox 4.0, DAT uptake mod -0.049, PTPN22 inh 2 3.6, TNFa cytotox 0.4, VCAM1 TNFa inh -12.4, Smad3 inh 0.2, cytoskel mod -22.9 and Calb biofilm kill -1.7.

An excerpt; rates above refer to the full screens.
